Compound activity deposited in PubChem by National Center for Advancing Translational Sciences (NCATS).
Cycloheximide cs: Cycloheximide Counterscreen for Small Molecule Inhibitors of Shiga Toxin; AID 2314, 2010; cell reporter, cycloheximide protein synthesis inhibition counterscreen; max response, %; actives 12% (n = 300,000); in the data active means max response mostly above about 13%, no sharp cut-off; inactive means mostly below about 14%; further: read at 38.3 µM for the half of the compounds with a filed dose; 0% is about no effect
Pf growth 96h: Primary qHTS for delayed death inhibitors of the malarial parasite plastid, 96 hour incubation. actives 6.9% (n = 320,000). AID 504834, 2011. Potency, µM (top dose mostly 28.7 µM), for the others: top-dose activity change, negative = inhibition, hits mostly inhibitors. P. falciparum luciferase reporter growth, 96 h; further: potency means the concentration at half of the fitted maximal effect; on the % scale 0 is the no-effect control and ±100 the full control effect
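Delayed-death screen, second-generation endpoint: infected erythrocytes, 2% hematocrit, 0.05% parasitemia final; 96 hours at 37 C, 5% CO2; luciferase detection reagent; luminescence decrease equals reduced growth.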
Pf growth 48h: Primary qHTS for delayed death inhibitors of the malarial parasite plastid, 48 hour incubation. P. falciparum luciferase growth in erythrocytes, 48 h. Potency, µM (top dose mostly 28.7 µM), without a hit: top-dose activity change, negative = inhibition, usual class: inhibitors. actives 5.9% (n = 310,000); further: potency means the concentration at half of the fitted maximal effect; on the % scale 0 is the no-effect control and ±100 the full control effect
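Firefly luciferase activity from engineered P. falciparum reports growth; inhibitors lower the luminescent signal. Cultures contained 2% hematocrit erythrocytes at 0.1% final parasitemia.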
TbPYK inhibitor: qHTS of Trypanosoma Brucei Inhibitors | pyruvate kinase (Trypanosoma brucei), Q57TT1 | TbPYK enzyme, Kinase-Glo Plus ATP luminescence, 45 min | Potency, µM (top dose mostly 76.8 µM), for inactives: at the highest dose activity, negative = inhibition, usual class: inhibitors | actives 0.12% (n = 410,000); further: potency means the concentration at half of the fitted maximal effect; on the % scale 0 is the no-effect control and ±100 the full control effect; nearly all actives have a fitted effect of over 50% in size
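Glycolytic pyruvate kinase of T. brucei was incubated with substrate, test compound and 130 uM ADP for 45 minutes at room temperature. Luminescent Kinase-Glo Plus signal was measured after 10 minutes.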
Shiga inhibitor: A qHTS for Small Molecule Inhibitors of Shiga Toxin; Vero cells, Shiga toxin protein synthesis inhibition reporter; inhibition, % at 38.7 µM; actives 9.2% (n = 290,000); AID 2315, 2010; in the data active means inhibition mostly above about 28%, no sharp cut-off; inactive means mostly below about 43%; further: 0% is about no effect
LmPK inhibitor: qHTS Assay for Inhibitors of Leishmania Mexicana Pyruvate Kinase (LmPK); Potency, µM (top dose mostly 57.5 µM), inactives show top-dose activity change, negative = inhibition, most hits filed as inhibitors; purified LmPK, Kinase-Glo ATP luminescence, 1 h; actives 0.37% (n = 290,000); AID 1721, 2009; further: potency means the concentration at half of the fitted maximal effect; on the % scale 0 is the no-effect control and ±100 the full control effect
Target sequence (Q27686 whole entry, looked up): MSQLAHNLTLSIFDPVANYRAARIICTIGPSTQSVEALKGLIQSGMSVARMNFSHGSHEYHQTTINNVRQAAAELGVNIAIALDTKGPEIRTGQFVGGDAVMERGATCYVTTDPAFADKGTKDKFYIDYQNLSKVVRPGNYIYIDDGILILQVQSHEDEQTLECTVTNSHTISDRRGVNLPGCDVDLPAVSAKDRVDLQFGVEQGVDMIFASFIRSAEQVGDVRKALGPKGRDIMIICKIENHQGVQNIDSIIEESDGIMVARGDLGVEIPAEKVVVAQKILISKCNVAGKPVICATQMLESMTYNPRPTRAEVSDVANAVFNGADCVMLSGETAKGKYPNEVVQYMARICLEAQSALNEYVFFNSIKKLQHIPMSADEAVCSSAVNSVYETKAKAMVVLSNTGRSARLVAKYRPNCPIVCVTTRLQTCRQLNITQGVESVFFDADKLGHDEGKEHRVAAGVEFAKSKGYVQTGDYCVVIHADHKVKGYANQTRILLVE
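In 50 mM imidazole pH 7.2 with 7 mM MgCl2, LmPK (0.1 nM) turned over PEP (0.5 mM) and ADP (0.1 mM) for 1 h at room temperature. Luciferase read-out of ATP.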
AMA1 RON2 block: qHTS for Inhibitors of AMA1-RON; Towards Development of Antimalarial Drug Lead: Primary Screen | AlphaScreen AMA1-biotinylated RON2 peptide binding | Potency, µM (series often up to 58.2 µM), inactives show top-dose activity change, negative = inhibition, actives largely listed as inhibitors | Plasmodium falciparum AMA1 (3D7) - RON2 peptide interaction | actives 0.2% (n = 360,000);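 further: potency means the concentration at half of the fitted maximal effect; 0% = vehicle wells and -100% = peptide control; nearly all actives have a fitted effect of over 45% in size; some results filed as inactive show a strong effect at the top dose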
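AMA1 (3D7) with his tag at 25 nM final met compounds first, then biotinylated RON2 peptide at 25 nM; detection used donor plus acceptor beads, 10 µg/mL apiece, read by AlphaScreen after 30 min at room temperature.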
* marks the source's active call; other numbers are inactive results; ? = inconclusive; / = not tested or not shown; [ ] = another dose, or the depositor's remark. Unless noted, the call rests on the fitted dose curve; in most records, active means well fitted curve in the direction sought with a large enough effect; inconclusive means small, poorly fitted or top-dose-only effect, or another doubt; inactive means no such curve, though single readings can be large; an effect the other way counts as inactive or inconclusive.

SMILES	Cycloheximide cs	Pf growth 96h	Pf growth 48h	TbPYK inhibitor	Shiga inhibitor	LmPK inhibitor	AMA1 RON2 block
CN(C)CCCNC(=O)/C(=C/c1ccc(-c2ccc([N+](=O)[O-])cc2)o1)NC(=O)c1ccccc1	-2	?	?	3%	20	-2%	8%
CCn1c(=O)cc(OCC(=O)N2CCN(C(=O)c3ccco3)CC2)c2ccccc21	-4	2%	-14%	-8%	-3	-1%	4%
Nn1c(=O)[nH]c2c([nH]c3ccccc32)c1=O	1	?	10%	6%	-3	5%	-1%
COc1ccc(/C(N)=N/OC(=O)c2cccs2)cc1OC	2	0%	14%	-1%	8	-3%	-1%
O=S(=O)(/N=C(/Nc1ccc(F)c(F)c1F)c1ccccc1)c1ccccc1	-3	34%[activator]	15%	0%	-12	2%	-1%
COCCn1c(C)cc(C2=NNC(=Nc3ccccc3)SC2)c1C	23*	-138%	?	?	34	-27%	34%[activator]
O=C(NNc1c(Cl)cccc1Cl)C1CCC1	1	19%	20%	0%	-2	-3%	-24%
O=C(NNC(=S)Nc1cccc(Cl)c1)c1ccccc1OC(F)F	-2	-16%	-6%	-15%	11	2%	20%
Cn1cc(CN2CCCC(CO)(Cc3ccccc3)C2)cn1 (centres undefined)	-2	33%[activator][5.75 µM]	25%	-2%	-10	-2%	-1%
O=C(CSc1nnc2ccccn12)Nc1ccccc1C(=O)NC1CC1	-1	0%	?	-7%	-1	-8%	1%
Cc1ccc(-c2nnc(SCC(=O)NC(=O)Nc3ccc(C)cc3C)n2N)cc1	10	?	7%	-3%	4	4%	-8%
CCc1ccc(-c2nc(CS(=O)CC(=O)NCCCN3CCOCC3)c(C)o2)cc1 (centres undefined)	11	7.4µM*	67%[activator]	-2%	14	2%	-11%
CCOc1ccc(S(=O)(=O)Nc2cccc(C(=O)NCC(C)(C)N3CCOCC3)c2)cc1	/	?	?	-3%	/	/	-14%
CCCC[C@@H]1CNC(=S)N1CCCC	-2	-25%	-10%	-1%	-6	2%	3%
Cc1cc(-n2c(C)cc(C(=O)COc3ccccc3[N+](=O)[O-])c2C)no1	17	?	?	-1%	50	1%	-9%
CC1(c2cccc(Br)c2)NC(=O)N(CC(=O)Nc2cccnc2Cl)C1=O (centres undefined)	-5	-11%	-3%	-1%	20	-7%	-4%
CC1Oc2ccccc2OC1C(=O)Nc1nccs1 (centres undefined)	18*	5%	4%	1%	25	-1%	-3%
COc1ccc2[nH]c3c(NCCCOC(C)C)ncnc3c2c1	44*	-56%	-81%	?	59	?	3%
O=C(COc1ccc(S(=O)(=O)N2CCOCC2)cc1)Nc1cccc([N+](=O)[O-])c1	-2	58%[activator]	?	-11%	-6	0%	-9%
O=c1[nH]c(CN2CCN(S(=O)(=O)/C=C/c3ccccc3)CC2)nc2cc(Cl)ccc12	-2	?	?	2%	-6	11%	50%[activator]
CON(C)S(=O)(=O)NC(=O)C1=C(N2CCCC2)COC1=O	/	?	22%	0%	/	/	13%
CN(C)S(=O)(=O)c1ccc2nc(NC(=O)c3cccnc3)sc2c1	29*	?	-4%	-16%	107*	-6%	1%
CCOC(=O)C1CCCN1C(=O)c1ccc(OC)c(Br)c1 (centres undefined)	7	44%[activator]	69%	4%	-5	3%	1%
CCN(CC)S(=O)(=O)c1cc(Cl)ccc1OC	-2	-2%	26%[5.75 µM]	-4%	40	-3%	6%
COCCNC(=O)C1CCC(=O)N1S(=O)(=O)c1ccc(C)cc1 (centres undefined)	1	?	-8%	-11%	7	-7%	-10%
CN(CCc1cn[nH]c1)Cc1nc(C(c2ccccc2)c2ccccc2)no1	-2	-15%	?	0%	-34	4%	-6%
CCOC(=O)CCC(NC(=O)c1ccc(NCN2C(=O)CCC2=O)cc1)C(=O)OCC (centres undefined)	17	2%	-8%	2%	20	1%	0%
Cc1ccccc1OCC(=O)NCCC(=O)O	-3	/	29%	1%	6	0%	-2%
CC(=O)N1CCN(c2ccnc3cc(Cl)ccc23)CC1	-1	12µM*	?	-3%	-6	6%	-11%
Cc1ccccc1OCC(=O)Nc1cc(S(=O)(=O)N2CCOCC2)ccc1N1CCCC1	/	7.4µM*	10µM*	0%	/	/	-9%
Cc1ccc(C(=O)N(CC(=O)Nc2sc(C)c(C)c2C(N)=O)C2CCCC2)cc1	5	6%	?	-1%	-2	-6%	-7%
COc1ccc(NC(=O)CSc2ncnc3c2cnn3Cc2ccccc2)cc1OC	-3	/	?	-5%	-5	8%	39%
CCCCn1nc2cc(C(=O)NCCc3ccc(C)cc3)ccc2c1OCC	1	-10%	31%[activator]	5%	30	3%	0%
CC1CC(C)CN(S(=O)(=O)N2CCCC(C(=O)NC3CCCCC3)C2)C1 (centres undefined)	-5	0%	0%	3%	-4	4%	7%
C[N+](C)(C)CCOC(=O)C1(c2ccccc2)CCCC1	1	/	-14%	-6%	-15	2%	-3%
Cn1cc(C(N)=O)c2ccccc21	1	71%[activator]	39%[activator]	-7%	-10	3%	6%
CCN(C(=O)C(C)OC(=O)C1C(C(=O)OC)=C(C)NC(C)=C1C(=O)OC)c1ccccc1 (centres undefined)	-6	-2%	-8%	6%	-9	1%	-2%
CCNC(=O)C(Cc1ccccc1)NC(=O)OCc1ccccc1 (centres undefined)	-3	15%	32%[activator]	0%	-14	-4%	-8%
CCC1(C)OC(=O)N(CCCn2ccnc2C)C1(C)O (centres undefined)	-1	?	7%	2%	-16	-13%	-9%
COc1ccc(NC(=S)N2CCN(C/C=C/c3ccccc3)CC2)cc1OC	-3	?	-10%	-7%	-5	2%	-16%
NS(=O)(=O)c1ccc(CCNC(=O)c2ccc([N+](=O)[O-])s2)cc1	4	?	?	3%	6	1%	7%
O=C1/C(=C/c2cccnc2)Cc2ccc(Cl)cc21	/	31%[activator]	-2%	-6%	/	/	-2%
COc1ccc(C(=O)O)cc1S(=O)(=O)N(C)C	-1	13%	7%	2%	16	-5%	-26%
CC(C#N)Sc1ncnc2sc3c(c12)CCC3 (centres undefined)	9	-4%[5.75 µM]	-22%	3%	18	1%	2%
O=C(O)CCn1c(SCCOc2ccccc2F)nc2ccccc21	18*	10µM*	?	-3%	5	0%	4%
CCc1ccc(N=C2NC(=O)/C(=C/c3cc(OC)c(OC)c(OC)c3)S2)cc1	1	?	-3%	1%	-1	2%	68%[activator]
O=C(c1cn(-c2ccccc2)nc1-c1ccc(Br)cc1)N1CCOCC1	-5	8%	?	-7%	-16	6%	-2%
Cc1ccc(C2NNC(=O)C2NC(=O)c2ccccc2)cc1 (centres undefined)	39*	87%[activator]	/	-7%	33*	0%	-8%

Single records, as listed above:
CCc1ccc(N=C2NC(=O)/C(=C/c3cc(OC)c(OC)c(OC)c3)S2)cc1 is listed with Cycloheximide cs: 1; Pf growth 96h: ?; Pf growth 48h: -3%; TbPYK inhibitor: 1%; Shiga inhibitor: -1; LmPK inhibitor: 2%; AMA1 RON2 block: 68%[activator]
O=C(O)CCn1c(SCCOc2ccccc2F)nc2ccccc21 is listed with Cycloheximide cs: 18*; Pf growth 96h: 10µM*; Pf growth 48h: ?; TbPYK inhibitor: -3%; Shiga inhibitor: 5; LmPK inhibitor: 0%; AMA1 RON2 block: 4%

Next section
SMILES	Cycloheximide cs	Pf growth 96h	Pf growth 48h	TbPYK inhibitor	Shiga inhibitor	LmPK inhibitor	AMA1 RON2 block
Brc1ccc(-n2c(SCc3nc4ccccc4[nH]3)nnc2-c2ccncc2)cc1	-3	?	-12%	-11%	-4	1%	-12%
Cc1nnc(C)n1/N=C/c1ccc(-c2ccccc2)cc1	8	?	20%	-22%	53	0%	-2%
COc1ccc(NCC(=O)N/N=C(\C)c2cc3ccccc3o2)cc1	16*	21%	39%[activator]	-6%	20	2%	?
O=C(O)CSc1nc(-c2ccccc2)nc2c1oc1ccccc12	-3	?	3%	4%	9	0%	-1%
Cc1ccc2cc(C(c3nnnn3C3CCCC3)N(Cc3ccccc3)Cc3ccco3)c(=O)[nH]c2c1 (centres undefined)	3	?	/	6%	-11	13%	0%
CCc1ccc(CN2CCC(Oc3ccc(C(=O)N4CCCCC4)cc3)CC2)cc1	1	?	-29%	0%	-3	-2%	-13%
CN1CCN(c2ccccc2NC(=O)c2cc3ccccc3o2)CC1	14	4.7µM*	?	-1%	-8	-1%	-1%
Cc1ccc(C(=O)NCCCNC(=O)COc2ccc(Cl)cc2)cn1	-6	44%[activator]	-11%	0%	-4	-5%	-2%
CC1CCCCC1NC(=O)c1c(O)nc2ccccn2c1=O (centres undefined)	/	5.2µM*	5.2µM*	4%	/	/	12%
O=c1cnn(Cc2ccc(Cl)c(Cl)c2)c2ccccc12	-6	?	-8%	-3%	-6	8%	-1%
COc1ccc2nc(SCC(=O)Nc3cc(OC)c(OC)cc3C(=O)O)c(C)cc2c1	6	-20%	32%[activator]	-11%	14	8%	-3%
CC(C)=CC(O)C/C(C)=C/COc1ccc2ccc(=O)oc2c1 (centres undefined)	8.6*	-16%	-10%	-6%	38	0%	-6%

Entries listed so far that have fluorine:
SMILES	Cycloheximide cs	Pf growth 96h	Pf growth 48h	TbPYK inhibitor	Shiga inhibitor	LmPK inhibitor	AMA1 RON2 block
O=S(=O)(/N=C(/Nc1ccc(F)c(F)c1F)c1ccccc1)c1ccccc1	-3	34%[activator]	15%	0%	-12	2%	-1%
O=C(NNC(=S)Nc1cccc(Cl)c1)c1ccccc1OC(F)F	-2	-16%	-6%	-15%	11	2%	20%
O=C(O)CCn1c(SCCOc2ccccc2F)nc2ccccc21	18*	10µM*	?	-3%	5	0%	4%

More records:
SMILES	Cycloheximide cs	Pf growth 96h	Pf growth 48h	TbPYK inhibitor	Shiga inhibitor	LmPK inhibitor	AMA1 RON2 block
COc1ccc(/C=N/NC(=O)CCc2n[nH]c(=O)[nH]c2=O)cc1OC	-2	11%	?	-6%	-6	-5%	-11%
COc1cccc(OC)c1C(=O)Nc1ccc2c(c1)N(S(=O)(=O)c1cccs1)CCC2	-3	4%	?	0%	-3	3%	-3%
COc1cc(OC)c(C(=O)Oc2ccc3c(c2)OCO3)cc1OC	8	24%	-19%	-1%	-10	-3%	13%
CCOC(=O)C(Oc1ccc2c(-c3ccccc3)cc(=O)oc2c1)c1ccccc1 (centres undefined)	2	?	?	0%	-16	-1%	-5%
CC(Sc1nnc(-c2cccnc2)o1)C(=O)NC1CCCC1 (centres undefined)	/	-20%	6%	3%	/	/	-14%
COc1ccc(CCn2c(=S)[nH]c3cc(C(=O)NCc4ccco4)ccc3c2=O)cc1OC	7	25%	?	-3%	15	1%	13%
CCC(C(=O)NCc1ccccn1)n1c2ccccc2c2nc(=O)cc(C)n21 (centres undefined)	-2	1%	7%	-4%	-4	-3%	113%[activator]
O=C(CCCNC(=O)/C(=C/c1ccccc1F)NC(=O)c1ccccc1)OCc1ccccc1	-3	2%	-11%	-3%	6	4%	9%
CCN(CC)S(=O)(=O)c1ccc(OC)c(NC(=O)c2cccc(C)c2[N+](=O)[O-])c1	-5	-5%	-1%	-1%	24	0%	4%
N#CC1(c2ccccc2)CCN(C2CC(=O)N(c3cccc(F)c3)C2=O)CC1 (centres undefined)	-4	8.3µM*	105%[activator]	1%	-8	10%	10%
